# AID2073 – inhibitors of Mint1-CaV2.2 protein interaction, biochemical, HTRF (AID 2073); inhibition, % at 20 µM; hits with a dose series show IC50 in µM; 290,000 compounds, 0.19% hits; HTRF protein-protein interaction, Mint1-CaV2.2; higher % means a stronger effect; in the data active = inhibition mostly above about 51%, no sharp cut-off; note: some results filed as inactive read as strong as hits
# Dengue-2 NS5 capping – Dengue-2 NS5 methyltransferase inhibitors, primary screen, biochemical, confirmation dose response (AID 588689); Dengue-2 NS5 methyltransferase capping enzyme assay, biochemical; higher % means a stronger effect; inhibition, % at 25 µM; hits with a dose series show IC50 in µM; 340,000 compounds, 0.3% hits; in the data active = a potency from the dose series
# Myeloid diff MLP – myeloid differentiation induction; 360,000 compounds, 1% hits; calls only at 10 µM; ER-HoxA9 myeloid progenitors, lysozyme-GFP differentiation, flow cytometry;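 active = normalized GFP-positive differentiation at or above the plate's own cutoff, the solvent-only control mean plus 3 SD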;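 note: cells exposed to compound for four days before flow analysis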
# Hep lipid drop – modulators of hepatic lipid droplet formation; AML12 mouse hepatocytes, oleate lipid droplets, BODIPY imaging; inhibition, % at 6.5 µM; 240,000 compounds, 0.4% hits; AID 1656;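 active = lipid droplet intensity inhibited by at least 50%, with more than 500 cells counted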
#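 Assay system: AML12 hepatocytes (mouse); Probe or stimulus: oleic acid at 100 µM to induce lipid droplet formation; Dosing: compound at 6.5 µM only; Schedule: compound with oleate, overnight; Detection: fluorescence imaging, 20x objective, two fields per well; Measure: % inhibition of lipid droplet signal.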
# HEK293 NOD2/NF-kB – NOD2 signaling inhibitors, cell-based, luminescence, uHTS, HEK293 (AID 1566) | inhibition, % at 4 µM, or EC50 in µM where a hit was titrated | 290,000 compounds, 0.63% hits | HEK293 NOD2/NF-kB luciferase reporter, luminescence; higher % means a stronger effect; note: many of its hits are not listed in these tables
# HIV peptide binding – inhibitors of HIV fusion peptide binding, primary screen, biochemical, uHTS, fluorescence dequenching (AID 1986); one-dose inhibition, % at 20 µM; IC50 in µM for titrated hits; cell-free peptide binding, fluorescence dequenching, 30 min; higher % means a stronger effect; 290,000 compounds, 0.3% hits; in the data active = inhibition mostly above about 52%, no sharp cut-off; inactive = mostly below about 76%; note: some results filed as inactive read as strong as hits
# LYP inhibition – PTPN22 lymphoid phosphatase activity blockers – biochemical, fluorescence intensity, uHTS (AID 1779). one-dose inhibition, % at 11.5 µM; IC50 in µM for titrated hits. 290,000 compounds, 0.054% hits. recombinant LYP phosphatase, fluorescence intensity; higher % means a stronger effect;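 note: plate controls were vehicle with enzyme for no effect and no enzyme for full effect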
# XIAP displacement – XIAP antagonists, biochemical, IAP family, fluorescence polarization (AID 1018); displacement, % at 20 µM; hits with a dose series show IC50 in µM; XIAP BIR domain, fluorescence polarization peptide displacement; higher % means a stronger effect; 200,000 compounds, 0.007% hits; in the data active = displacement above about 50%; note: a part of the inactive calls stands beside numbers as strong as those of hits
# SIAH1 antagonists – blockers of Siah-1 interaction with plectin peptide – biochemical, fluorescence polarization, rhodamine-plectin, uHTS, primary screen (AID 1817); Siah-1 / rhodamine-plectin peptide fluorescence polarization; higher % means a stronger effect; displacement, % at 20 µM; hits with a dose series show IC50 in µM; 290,000 compounds, 0.02% hits;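 active = displacement of at least 50% at 20 µM, with a fluorescence ratio check between 0.3 and a set limit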;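 note: plate controls were Siah plus tracer with DMSO for no effect and tracer alone without Siah for full effect; strong numbers were not always called active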
# Hep lipid drop cells 6.5 µM – further read-out of Hep lipid drop, marked with its call; cell count; measured here: cell count, cytotoxicity flag;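 cells counted across two imaged fields per well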
# Myeloid diff MLP GFP+ MAC1+ % – also measured in Myeloid diff MLP; calls as there; GFP+ MAC1+ double positive, %; measured here: differentiation confirmed by MAC1 staining
# An asterisk follows results filed as active; i = inactive; x = not tested or not shown. Cut-off read from the data, not from the text of the source, unless noted: active = inhibition above about 50%; inactive = the rest. An excerpt; the hit share may differ from the screen's.
SMILES,AID2073,Dengue-2 NS5 capping,Myeloid diff MLP,Myeloid diff MLP GFP+ MAC1+ %,Hep lipid drop,Hep lipid drop cells 6.5 µM,HEK293 NOD2/NF-kB,HIV peptide binding,LYP inhibition,XIAP displacement,SIAH1 antagonists
CCOc1ccc(N(Cc2cc3ccc(C)cc3[nH]c2=O)S(C)(=O)=O)cc1,-1%,-7%,i,0.7,0,778,23%,-0.5%,1%,-5.6%,4%
CC1CC(=O)N(c2ccc(NCc3ccccc3Cl)c([N+](=O)[O-])c2)C1=O (centres undefined),-2%,-4%,i,0.6,-3,648,5%,-1.5%,-4%,-8.0%,-1%
Cc1ccc(OCC(O)CN2CCN(CC(O)COc3ccc(C)cc3Cl)CC2)c(Cl)c1 (centres undefined),-7%,-8%,i,1.5,x,x,-15%,2.8%,1%,0.6%,4%
Cc1c2cccn2cc[n+]1C,17%,12%,i,4.0,8,692,8%,0.3%,-2%,-5.7%,1%
COc1ccc(C2=NOC(C(=O)NCc3cccnc3)C2)cc1 (centres undefined),-1%,-3%,i,0.1,-27,737,2%,-1.1%,-5%,x,0%
CCOCCCNC(=O)c1ccc2c(c1)N(Cc1ccccc1)C(=O)CS2=O (centres undefined),-10%,-1%,i,1.0,-1,655,6%,-0.7%,3%,-19%,14%
Cc1ccc(NC(=O)COC(=O)c2nn(C)cc2Cl)cc1,-2%,-14%,i,0.5,5,851,10%,-1.1%,-7%,x,-4%
O=C(c1ccc(Cl)nc1)N1CCN(C/C=C/c2ccccc2)CC1,-7%,-4%,i,1.1,2,690,6%,1.0%,-9%,-4.0%,11%
CC(C)C(=O)NNC(=O)CSc1nnc(-c2ccccc2)c(-c2ccccc2)n1,-7%,-1%,i,0.3,4,833,16%,-1.3%,-6%,x,10%
CCN(CC)CCn1c(=N)n(CC(O)c2ccco2)c2ccccc21 (centres undefined),-2%,3%,i,0.1,-1,693,3%,-2.3%,-4%,-1.7%,-11%
COc1ccccc1NC(=O)CCNS(=O)(=O)c1ccc2c(c1)CCN2C(C)=O,9%,-4%,i,0.3,13,708,7%,0.1%,-9%,x,2%
Cc1cc(C)c(NC(=O)c2ccc(CN3CCc4ccccc4C3)cc2)c(C)c1,-3%,7%,i,1.2,14,796,-29%,1.3%,-5%,-4.0%,-5%
CCC(C)(C)NC(=O)CC(c1ccc(OC)cc1)n1cccc1 (centres undefined),-3%,4%,i,1.0,x,x,5%,1.7%,-3%,0.3%,5%
COCC(C)n1c(SCC(=O)NNC(=O)c2ccc(F)cc2)nc2ccccc2c1=O (centres undefined),-3%,1%,i,0.4,-9,686,13%,-1.3%,-6%,0.0%,8%
CN(CC(=O)Nc1ccccc1Oc1ccccc1)Cc1ccccc1F,1%,-2%,i,0.4,-16,601,-11%,7.8%,-1%,-5.4%,5%
Cn1ccnc1COc1ccc(/C=N/O)cc1,3%,7%,i,1.2,10,837,5%,0.9%,-8%,x,10%
CCOC(=O)c1cnc2c(C)c(Cl)ccc2c1NCCCN1CCOCC1,9%,-2%,i,0.0,-3,745,-19%,2.8%,0%,x,1%
CC1CCCCN1CCCNC(=O)c1ccc(Br)cc1 (centres undefined),8%,-5%,i,1.0,-2,804,4%,-0.3%,-6%,x,0%
COc1ccc(CN2CCN(c3ncccn3)CC2)c(OC)c1,12%,-9%,i,1.3,2,719,-2%,1.0%,-10%,1.1%,0%
Cc1ccc2nc(NC(=O)CCCc3nc4ccccc4s3)sc2c1,-62%,-1%,i,1.4,24,835,-15%,2.2%,0%,-0.7%,-2%
CCN(CC)CCNC(=O)c1ccccc1C(=O)c1ncc[nH]1,1%,-2%,i,0.9,-23,647,-5%,-2.9%,-9%,-6.4%,0%
O=C(CN1CCCCC1)n1c2ccccc2c2ccccc21,0%,-7%,i,0.4,-8,720,5%,0.2%,-3%,x,-1%
COC(=O)CSc1nnc(CNC(=O)c2cc(OC)cc(OC)c2)n1-c1ccc(F)cc1,-6%,4%,i,0.3,-2,712,5%,1.1%,-2%,-1.5%,0%
CN(C)c1nc(/C=C(\C#N)C(N)=O)c(Cl)n1-c1ccc(F)cc1,10%,-14%,i,0.1,-13,708,4%,-0.5%,0%,-7.9%,-3%
Cc1cccc(C(=O)NNC(=O)c2ccc(S(=O)(=O)N3CCOCC3)cc2)c1,10%,-4%,i,0.3,6,763,9%,0.5%,-8%,x,-4%
# More compounds
SMILES,AID2073,Dengue-2 NS5 capping,Myeloid diff MLP,Myeloid diff MLP GFP+ MAC1+ %,Hep lipid drop,Hep lipid drop cells 6.5 µM,HEK293 NOD2/NF-kB,HIV peptide binding,LYP inhibition,XIAP displacement,SIAH1 antagonists
COC(/C=C/Nc1ccc(OC)cc1)=C(C#N)C#N,-5%,3%,i,1.9,x,x,10%,-1.3%,-6%,-20%,4%
O=C1CCc2cc(S(=O)(=O)NC(Cc3ccccc3)C(=O)NCCC3=CCCCC3)ccc2N1 (centres undefined),-2%,-7%,i,2.5,x,x,-10%,0.6%,-6%,-2.9%,2%
CCCOC(c1ccccc1)(c1ccc(C(F)(F)F)cc1)C(Oc1nc(C)cc(C)n1)C(=O)O (centres undefined),4%,6%,i,0.6,-1,852,48%,8.8%,10%,x,3%
O=C(CN1C2CCCC1CC(NC(=O)c1ccccc1)C2)Nc1nccs1 (centres undefined),-1%,-9%,i,1.0,2,736,-3%,0.2%,-7%,-3.5%,6%
CCOC(=O)Nc1ccccc1C(=O)Nc1cc(C)cc(C)c1,-1%,-4%,i,0.8,x,x,17%,1.4%,-1%,-6.6%,0%
NC(=S)n1[nH]c(-c2ccc([N+](=O)[O-])cc2)c(N=Nc2ccccc2[N+](=O)[O-])c1=O,69%,33%,i,0.1,-29,656,34%,8.6%,4%,-20%,4%
O=C(NC1CCN(Cc2ccccc2)CC1)c1ccccc1,-2%,3%,i,0.4,-1,415,-12%,-0.4%,-6%,x,6%
O=C(O)c1ccc(S(=O)(=O)NC2CC2)cc1,-13%,6%,i,0.3,15,670,0%,-2.4%,-7%,x,5%
Cc1nc(Sc2ccccc2)c(C#N)cc1-c1ccccc1,35%,-6%,i,8.2,x,x,23%,-0.9%,-6%,-4.8%,-6%
CCOC(=O)c1ccc(NC(=S)N2CCCC2)cc1,0%,-2%,i,0.8,-8,649,-4%,-1.2%,-4%,3.7%,3%
Cn1c(C(=O)OCC(=O)NCC2CCCO2)cc2sccc21 (centres undefined),-14%,-1%,i,10,4,717,23%,-2.3%,-5%,-4.2%,2%
COc1cc(NC(=O)c2ccccc2)c(OC)cc1NC(=O)Cc1ccc(Br)cc1,9%,3%,i,0.6,1,783,16%,2.0%,-9%,x,6%
CCOC(=O)CC1(NC(=O)C2CCC(=O)N(CCc3ccc(OC)cc3)C2)CCCCC1 (centres undefined),14%,-1%,i,0.3,46,710,6%,-0.2%,-12%,x,-3%
CC(C)OC(=O)Cn1cc(C#N)c2ccccc21,5%,-4%,i,0.6,0,693,2%,-1.7%,-1%,-3.4%,8%
COc1cc(C(CCN2CCN(c3ccccc3)CC2)c2c(OC)cc(OC)c3c(C)cc(=O)oc23)cc(OC)c1OC (centres undefined),19%,1%,i,1.6,-7,677,-58%,-1.0%,-8%,x,-2%
C=CCOC(=O)CN1C(=O)c2ccccc2C1=O,2%,-1%,i,2.1,x,x,-7%,-0.9%,-9%,-5.3%,-4%
COc1ccc(N(C)C(=O)c2sc(Cl)nc2C)cc1,-4%,-1%,i,0.7,-4,875,9%,-0.4%,-9%,x,3%
O=c1cc(CO)oc(C(Nc2ccccn2)c2cccc(F)c2)c1O (centres undefined),42%,19%,i,2.1,-3,563,10%,4.2%,-5%,-5.8%,6%
Cc1nnc(C)n1/N=C/c1cccc(Oc2ccccc2)c1,5%,3%,i,5.0,4,715,8%,2.3%,4%,-4.3%,2%
COc1cccc(OCC(O)CN2CCC(Cc3ccccc3)CC2)c1 (centres undefined),-3%,-8%,i,0.4,x,x,15%,0.0%,1%,-17%,-1%
Cc1ccc(C)n1-c1nnc(N2CCC(C(=O)NCCCN3CCN(C)CC3)CC2)s1,14%,3%,i,1.5,5,838,19%,1.0%,-3%,x,3%
COc1ccc(Oc2cc(C)nc(Cl)n2)nn1,1%,0%,i,0.2,11,678,-6%,-0.7%,2%,-4.2%,-4%
CSc1ccc(CN(C)CC(=O)NCc2ccc(F)cc2)cc1,6%,2%,i,0.3,-4,647,7%,-1.2%,-2%,-17%,0%
CCC(=O)c1cc(F)c(N2CCN(C(=O)c3ccco3)CC2)cc1C,-7%,-1%,i,4.5,-6,621,5%,-2.2%,-5%,-9.9%,0%
CC(C)OCCCNC(=O)C1CCN(S(=O)(=O)c2ccc3nc4c(c(C(=O)O)c3c2)CCCCC4)CC1,10%,-7%,i,1.1,-8,753,16%,-0.4%,-8%,x,9%
# (listing goes on)
SMILES,AID2073,Dengue-2 NS5 capping,Myeloid diff MLP,Myeloid diff MLP GFP+ MAC1+ %,Hep lipid drop,Hep lipid drop cells 6.5 µM,HEK293 NOD2/NF-kB,HIV peptide binding,LYP inhibition,XIAP displacement,SIAH1 antagonists
CCOC(=O)N1CCN(C(=O)C(CC)n2nc(C)c3sc4ccccc4c3c2=O)CC1 (centres undefined),12%,3%,i,1.7,x,x,2%,0.5%,4%,-0.5%,-2%
O=C(CC1NC(=O)NC1=O)Nc1ccccc1 (centres undefined),8%,-7%,i,2.8,-1,814,2%,3.7%,1%,-4.4%,-4%
N#CCCn1c(SCC(=O)c2c[nH]c3ccccc23)nc2ccccc21,-11%,-7%,i,1.0,x,x,12%,1.3%,-3%,-3.2%,1%
COc1ccc(C(=O)NC(=S)NNC(=O)c2ccccc2O)cc1,-23%,-5%,i,0.6,-3,854,26%,1.9%,-6%,x,-5%
COc1ccc(CN(C)S(=O)(=O)c2nnc(NC(=O)c3ccccc3)s2)cc1OC,16%,1%,i,1.0,1,736,23%,7.9%,-10%,x,5%
CC(=O)c1cccc(N=Nc2c(-c3ccccc3)[nH]n(-c3ccccc3)c2=O)c1,38%,-2%,i,0.0,101*,673*,21%,-0.9%,3%,-5.0%,0%
